Screening results deposited in PubChem BioAssay by several laboratories.
SSB-PriA inh: K. pneumoniae PriA-SSBct interaction inhibition | AlphaScreen SSBct-PriA binding, biotinylated peptide | inhibition, % at 33 µM | 430,000 tested, 0.6% active | AID 1272365; in the data active = inhibition mostly above about 37%, no sharp cut-off; inactive = mostly below about 20%;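 note: plate controls were negative control peptide for no effect and reference peptide for full effect; strong numbers were not always called active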
Anthrax LF prot: inhibitors of Bacillus anthracis lethal factor protease. P15917. multiplex microsphere protease cleavage assay, LF. inhibition, % at 10 µM. 360,000 tested, 0.12% active; note: plate controls were buffer without enzyme for full effect and enzyme alone for no effect
Yp Topo-I inh: Y. pestis Topo-I inhibition via cleavage products | Y. pestis Topo-I cleavage product accumulation, plate reader | activity, % at 10 µM | 360,000 tested, 0.064% active | AID 504884; in the data active = activity above about 50%, passing the limit was not always enough; inconclusive = no clear call, values can overlap the other calls; note: inactives centre near 2
PrPC surface inh: reduces human prion protein on the cell surface; cell surface PrPC, TR-FRET read-out; AID 720596; P04156; inhibition, % at 13.8 µM; 370,000 tested, 0.43% active; in the data active = inhibition above about 24%; note: 0% = median of the test wells and 100% = reference compound wells
BoNT A protease: inhibitors of Botulinum neurotoxin A light chain protease. multiplex microsphere protease substrate cleavage, flow cytometry. inhibition, % at 10 µM. 360,000 tested, 0.17% active. AID 588499; note: plate controls were buffer without enzyme for full effect and enzyme alone for no effect
Vc quorum ag: induces V. cholerae light production without autoinducers | V. cholerae BH1578 lux reporter, luminescence, 6 h | 350,000 tested, 0.16% active | activation, % at 18.7 µM; in the data active = activation mostly above about 9.7%, no sharp cut-off; inconclusive = no clear call, values can overlap the other calls; inactive = mostly below about 3.7%; note: not every result past the cut was called active; inactives centre near 0; reference of the scale not given here
TcdB GH inh: blocks C. difficile toxin B glycohydrolase activity; P18177; 350,000 tested, 0.24% active; TcdB glycohydrolase enzymatic assay, plate reader; inhibition, % at 9.99 µM; in the data active = inhibition above about 10%
SARS 3CLpro inh: SARS-CoV 3CLpro protease inhibition | inhibition, % at 6 µM | P0C6X7 | 290,000 tested, 0.14% active | recombinant SARS-CoV 3CLpro, quenched FRET peptide cleavage; in the data active = inhibition above about 12%
PfHsp40 rescue: rescue of PfHsp40-mediated yeast toxicity. S. cerevisiae expressing PfHsp40, growth rescue, ATP luminescence. growth rescue, % at 12.5 µM. 340,000 tested, 0.68% active. AID 504582; in the data active = growth rescue above about 28%, passing the limit was not always enough; inconclusive = no clear call, values can overlap the other calls;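 note: yeast W303a lacking pdr1 and pdr3 grown in galactose medium; growth measured after three days at 30 °C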
Active calls of the source: *; i = inactive; ? = inconclusive; nt = no result given. Cut-off read from the data, not from the text of the source, unless noted: active = inhibition above about 30%; inconclusive = no clear call, values can overlap the other calls; inactive = below that. These rows are one share of the data; rates above refer to the full screens.

SMILES	SSB-PriA inh	Anthrax LF prot	Yp Topo-I inh	PrPC surface inh	BoNT A protease	Vc quorum ag	TcdB GH inh	SARS 3CLpro inh	PfHsp40 rescue
COC(=O)Nc1ccc(=O)n(Cc2c(Cl)cccc2Cl)c1	11.8	-1.8	-7.3	0.6	-1.3	-2.4	nt	0.2	0.3
COc1cc(C2c3[nH]c4ccccc4c3CCN2Cc2cn(C)nc2C)ccc1F (stereo not given)	-6.6	-0.7	-2.9	-8.4	-0.1	i	1.6	2.9	-1.6
COc1ccc(CNC(=O)CSc2nc3cccnc3s2)cc1	-6.9	-0.8	-5.1	-3.3	?	i	2.2	-3.3	-0.6
COc1ccc(/C=N/NC(=O)c2ccn[nH]2)cc1COc1ccc(Cl)cc1Cl	nt	0.4	2.4	-6.8	1.7	-1.7	nt	3.8	-0.1
Cc1cc(C(=O)Nc2ccc3ccccc3c2)oc1C	-4.1	-4.4	0.7	-19.2	1.0	-0.4	2.9	-3.4	0.3
Cc1ccc(C2=NN=C(NC(=O)C(F)(F)F)SC2)cc1	12.6	-4.2	4.1	-1.4	-0.7	-0.3	-0.3	-1.1	-0.6
Cc1ccc(C)c(N(CC(=O)NC2CCCC2)C(=O)c2csnn2)c1	-4.1	0.8	-2.0	2.1	-1.2	i	1.3	4.3	0.5
O=C(NCC(=O)N1CCN(c2ccccc2O)CC1)c1ccco1	-8.8	nt	0.8	0.2	nt	i	2.1	2.2	0.2
N#CC1C(C#N)N2CCCN2C1c1ccc(Cl)cc1 (stereo not given)	-15.4	-3.7	-4.8	0.8	-0.2	-4.5	nt	2.0	-0.3
CCN(CC)S(=O)(=O)c1cccc(-c2nnc(SCC(=O)c3cc(C)n(C4CC4)c3C)o2)c1	-4.2	-4.7	2.0	10.1	-0.3	-0.3	nt	nt	-0.4
CC(C)(C)n1nnnc1C(C1CC1)N1CCC(n2c(=O)[nH]c3ccccc32)CC1 (stereo not given)	nt	-7.2	nt	2.8	-0.7	nt	1.2	nt	nt
O=C(COC(=O)COc1ccccc1[N+](=O)[O-])Nc1ccc2c(c1)OCO2	-12.1	-12.6	-8.3	6.2	-0.5	i	-0.2	nt	0.4
O=C(c1ccccc1)N1CCN(C(=O)C2CC2)CC1	-4.8	-0.6	5.1	9.5	-0.9	-0.3	3.0	2.1	2.4
COc1cc(-c2cc(=O)c3c(O)c(OC)c(OC)c(O)c3o2)ccc1O	-7.5	-16.7	-11.4	-3.8	-1.4	-0.4	1.6	-2.6	2.7
O=C(Cn1nnc(-c2ccccc2NC(=O)c2ccccc2F)n1)NCc1ccco1	-5.2	-3.9	1.2	-9.0	0.3	i	nt	12.4*	0.0
COc1ccc(CC2C(=O)OC(C)(C)OC2=O)c(Cl)c1OC	10.9	2.8	5.1	-1.7	1.6	-0.8	-3.0	-4.5	-2.0
Cc1cc(C)nc(NC2=NCC(=O)N2c2ccccc2)n1	3.5	nt	12.1	3.9	nt	-0.9	nt	-2.7	-0.9
O=C(N/N=C/c1ccc([N+](=O)[O-])cc1)c1cc(C2CC2)nc2ccccc12	i	-2.3	-11.3	-6.2	-0.6	-0.1	0.2	2.3	16.3
COc1cc(/C=C/C(=O)Nc2nnc(C(C)(C)C)s2)cc(OC)c1OC	-3.4	-0.7	22.3	-5.7	-0.7	-0.4	nt	-2.4	-0.2
OCCNc1nc(Nc2ccc(Br)cc2)nc2ccccc12	-5.8	nt	nt	-6.8	nt	nt	1.4	4.2	nt
COc1ccc(-n2c(COc3ccc(C)cc3)nnc2SCc2ccc(C#N)cc2)cc1	-6.3	-2.3	7.3	6.5	1.2	2.0	nt	0.0	3.8
CN1C(=O)[C@H]2[C@@H](C3CC3)N3C(=O)CN(Cc4ccccn4)C(=O)[C@@]3(Cc3ccccc3)[C@H]2C1=O	7.8	5.0	4.2	-5.2	-0.3	i	1.5	-5.5	6.5
Cc1cc(C(F)F)n2nc(C(=O)Nc3cccc(S(=O)(=O)N4CCOCC4)c3)nc2n1	0.3	-2.3	1.2	-4.2	-3.1	i	0.1	-3.4	3.5
COc1ccc(C(=O)OCCc2sc[n+](CC(=O)c3ccccc3)c2C)cc1	-3.7	-12.1	8.2	-9.3	-1.8	i	1.9	-4.4	-0.2
CC1CCCN(C(=O)CCS(=O)(=O)c2ccc3c(c2)NC(=O)C(C)S3)C1 (stereo not given)	-10.4	1.6	8.0	nt	-2.6	i	nt	-6.4	-0.8

Arranged by molar mass (ascending): some entries from above
SMILES	SSB-PriA inh	Anthrax LF prot	Yp Topo-I inh	PrPC surface inh	BoNT A protease	Vc quorum ag	TcdB GH inh	SARS 3CLpro inh	PfHsp40 rescue
Cc1cc(C(=O)Nc2ccc3ccccc3c2)oc1C	-4.1	-4.4	0.7	-19.2	1.0	-0.4	2.9	-3.4	0.3
COc1ccc(CNC(=O)CSc2nc3cccnc3s2)cc1	-6.9	-0.8	-5.1	-3.3	?	i	2.2	-3.3	-0.6
COc1cc(-c2cc(=O)c3c(O)c(OC)c(OC)c(O)c3o2)ccc1O	-7.5	-16.7	-11.4	-3.8	-1.4	-0.4	1.6	-2.6	2.7
O=C(COC(=O)COc1ccccc1[N+](=O)[O-])Nc1ccc2c(c1)OCO2	-12.1	-12.6	-8.3	6.2	-0.5	i	-0.2	nt	0.4
CC(C)(C)n1nnnc1C(C1CC1)N1CCC(n2c(=O)[nH]c3ccccc32)CC1 (stereo not given)	nt	-7.2	nt	2.8	-0.7	nt	1.2	nt	nt
COc1cc(C2c3[nH]c4ccccc4c3CCN2Cc2cn(C)nc2C)ccc1F (stereo not given)	-6.6	-0.7	-2.9	-8.4	-0.1	i	1.6	2.9	-1.6
COc1ccc(/C=N/NC(=O)c2ccn[nH]2)cc1COc1ccc(Cl)cc1Cl	nt	0.4	2.4	-6.8	1.7	-1.7	nt	3.8	-0.1
Cc1cc(C(F)F)n2nc(C(=O)Nc3cccc(S(=O)(=O)N4CCOCC4)c3)nc2n1	0.3	-2.3	1.2	-4.2	-3.1	i	0.1	-3.4	3.5
CN1C(=O)[C@H]2[C@@H](C3CC3)N3C(=O)CN(Cc4ccccn4)C(=O)[C@@]3(Cc3ccccc3)[C@H]2C1=O	7.8	5.0	4.2	-5.2	-0.3	i	1.5	-5.5	6.5

Later entries:
SMILES	SSB-PriA inh	Anthrax LF prot	Yp Topo-I inh	PrPC surface inh	BoNT A protease	Vc quorum ag	TcdB GH inh	SARS 3CLpro inh	PfHsp40 rescue
O=C(Nc1ccc(Cl)cc1)ON=C1CCCC1	-6.2	-2.3	-3.0	11.8	0.7	-0.2	1.2	1.3	-0.5
CCCCn1c(=NC(=O)c2ccco2)c(C(=O)OCC)cc2c(=O)n3ccccc3nc21	5.6	1.3	1.4	-40.1	4.1	i	nt	-0.6	-0.2
Cc1nn(Cc2ccc(C(=O)NN)cc2)c(C)c1Cl	-7.2	-3.1	-8.6	10.8	-3.2	-1.1	-1.2	6.8	0.2
Cc1ccc(-c2cccc(-c3cc(=O)oc4ccc(C(C)(C)C)cc34)c2)cc1	-16.9	1.6	-2.0	5.4	-0.3	i	-2.5	nt	-0.9
CN1/C(=C\C=C2/SC(=S)N(CC(=O)O)C2=O)C(C)(C)c2ccccc21	8.0	-0.9	7.6	-22.8	7.4	-0.2	4.8	-17.9	-0.3
COc1cc2cc(C(=O)N3CC(COS(C)(=O)=O)c4ccc(O)cc43)[nH]c2c(OC)c1OC (stereo not given)	9.0	1.4	-4.3	nt	-0.3	-5.6	nt	nt	63.4*
C=CCn1c(SCC(=O)N2CCOCC2)nc2sc3c(c2c1=O)CCCC3	-5.9	-2.1	21.5	7.3	0.3	i	nt	4.9	-0.3
CCNS(=O)(=O)c1ccc(Br)c(C(=O)OC(C)C(=O)NCC2CCCCC2)c1 (stereo not given)	11.4	-9.6	19.8	11.4	-0.2	0.0	1.7	nt	-0.2
O=C(N/N=C/c1ccc([N+](=O)[O-])o1)c1cc(-c2cccc(Br)c2)nc2ccccc12	nt	-0.3	-15.9	-5.2	-0.3	i	nt	6.5	1.2
CN(CCOc1ccccc1)C(=O)C1CCN(C(=O)c2ccc(F)cc2)CC1	3.0	9.1	2.5	-5.9	-0.6	-0.4	1.3	-0.6	-1.1
CC1CN(c2ncnc3c2cnn3-c2ccc(Cl)cc2)CC(C)O1 (stereo not given)	-14.8	-7.1	7.5	4.6	-0.2	-0.3	0.6	3.9	0.0
FC(F)(F)c1ccc(-c2cccc3c2C2CC3CCN2C(=S)NCCc2ccccc2)cc1 (stereo not given)	nt	-2.4	nt	-9.3	-0.5	nt	0.7	nt	nt
CC12CCC(=O)C=C1CCC1C2C(O)CC2(C)C1CCC2(O)C(=O)COC(=O)COCC(=O)O (stereo not given)	-2.9	-1.1	4.5	-11.6	-0.2	nt	1.9	nt	0.7
Cc1ccc(S(=O)(=O)c2c[nH]c3ccc(C)cc3c2=O)cc1	-3.2	13.9	5.6	2.1	-2.7	i	1.9	0.3	-1.0
CCOC(=O)c1c(CN2CCN(CCO)CC2)n(-c2ccccc2)c2cc(Br)c(O)cc12	7.7	0.2	-2.2	7.3	-0.8	i	7.8	1.0	0.0
CCCCn1c(=S)[nH]c2ncccc2c1=O	-7.4	2.2	-3.1	-6.4	0.1	i	nt	1.0	-1.5
CCOC(=O)[C@@H]1[C@H]2COc3ccccc3[C@@H]2N2C(=O)N(c3ccc(C)cc3)C(=O)[C@@]12C	-1.0	-1.1	11.7	-0.9	-0.1	-0.1	0.6	nt	1.0
Cc1[nH]c2ccccc2c1/C=N/NC(=S)NC(C)C	nt	12.8	-4.7	3.2	59.2*	-2.8	-19.7	0.6	3.6
CCC(=O)n1nc(-c2ccc(Cl)cc2)nc1N	-18.9	1.9	0.1	5.2	-0.9	i	0.4	2.4	-0.8
CN1CCN(C(=O)C23CC4CC(C2)CC(c2ccccc2)(C4)C3)CC1	-4.9	-2.9	20.9	8.7	-0.3	-0.2	0.8	1.4	-1.3
CN1C(=O)/C(=C/c2coc3ccc(O)cc3c2=O)SC1=S	2.9	-2.0	8.0	7.2	0.7	-0.2	-1.0	-3.0	0.0
COc1ccc(CCN(C(=O)C(F)(F)F)C(C(=O)NC2CCCC2)c2cccs2)cc1 (stereo not given)	-2.9	3.5	28.2	1.5	-0.1	i	nt	2.0	0.0
COC(=O)c1ccc(C(=O)N(CCN(C)C)c2nc3c(Cl)cccc3s2)cc1	-1.0	-7.6	14.0	-3.3	-0.9	i	-0.7	3.8	-0.8
CCn1nc(C(=O)N2CCN(Cc3ccc4c(c3)OCO4)CC2)c2ccccc2c1=O	-19.2	-6.9	16.5	4.2	-0.2	-0.3	nt	2.9	-0.4
CS(=O)(=O)N1CCN(c2ccccc2NC(=O)c2ccc(-c3ccc(Cl)cc3Cl)o2)CC1	-9.7	-2.2	21.6	-10.2	-0.1	0.6	nt	8.8	-0.5

(list continues)
SMILES	SSB-PriA inh	Anthrax LF prot	Yp Topo-I inh	PrPC surface inh	BoNT A protease	Vc quorum ag	TcdB GH inh	SARS 3CLpro inh	PfHsp40 rescue
CCN1CC(CN(C)Cc2nc(COc3ccccc3)no2)CC1=O (stereo not given)	-10.5	-7.1	0.5	6.6	0.6	i	-0.2	1.4	0.5
Cc1cccc(C(=O)NC2CCN(C(=O)NCc3ccccc3)CC2)c1	0.1	2.8	5.0	4.2	-4.0	-0.3	0.6	-6.4	-0.8
CCOCCCn1c(SCC(=O)NCc2ccc3c(c2)OCO3)nc2ccccc2c1=O	2.5	0.0	-4.2	-1.4	0.6	i	0.7	-2.4	0.6
O=C(N/C(=C/c1ccc(Cl)cc1)C(=O)N1CCCC1)c1ccccc1	-10.1	-4.7	14.1	-2.2	-0.9	-0.6	1.4	0.8	2.0
CC(=O)c1sc(NC(=O)c2cc(S(=O)(=O)N3CCOCC3)ccc2F)nc1C	0.8	-15.4	3.9	-14.7	-1.3	1.6	0.1	nt	-0.2
CCCSc1ccc([C@@H]2[C@@H]3C(=O)N(CC)C(=O)[C@@H]3[C@]3(C(=O)OC)CCCCN23)cc1OC	-0.2	-4.9	17.8	-0.6	0.9	-0.4	0.8	nt	0.7
Cn1c(=O)oc2cc(S(=O)(=O)NC3CCCCCCC3)ccc21	-5.0	-3.3	22.1	4.2	-0.7	i	nt	-3.3	1.7
